Diaph inh CS: inhibits diaphorase or chemically oxidizes, flagging diaphorase assay artifacts; diaphorase resazurin-to-resorufin fluorescence, NADH, 16 min; bacterial (C. kluyveri) enzyme, not human; inhibition, % at 20 µM; 0.69% of 190,000 active; AID 1217;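 active = primary screen inhibition at 20 µM above a set limit, cut at about 50% in these data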;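 note: plate controls were DMSO with full reaction for no effect and wells lacking NADH for full effect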
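Test system: diaphorase enzyme from Clostridium kluyveri; amount: diaphorase at 0.14 U/mL in enzyme working solution; detection: fluorescence of resorufin formed from resazurin, Ex 544/Em 590 nm; times: reaction incubation of 16 min at room temperature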
G6PDH counter: inhibits Leuconostoc G6PDH, flagging false hits in G6PDH-based assays; Purified L. mesenteroides G6PDH, diaphorase/resazurin coupled fluorescence, 45 min; AID 1020; 0.12% of 200,000 active; inhibition, % at 5 µM; in the data active = inhibition above about 50%
APP 5UTR inh: APP translation inhibition. SH-SY5Y APP 5'UTR-luciferase reporter, luminescence. AID 1285. 0.82% of 190,000 active. inhibition, % at 2 µM;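 active = inhibition above a set limit, derived from the sample mean plus 3 SD, cut at about 45% in these data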; note: values of inactives mirror those of a sister screen read the other way
FLuc stim CS: firefly luciferase counter-screen for stimulation assays; 200,000 tested, under 10 active; activation factor at 10 µM; ATPlite luciferase biochemical, luminescence, 10 min; 0 = ATP-free wells, 1 = DMSO control; P08659; AID 1027;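 active = luciferase activation factor, scaled between plate controls, of at least 2 with compound at 10 µM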
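test system = cell-free luciferase reagent | medium = PBS as buffer for the ATP substrate | dosing = test compounds dosed from 2 mM stocks in 100% DMSO | incubation = 10 min at ambient temperature | detection = luminescence measurement of luciferase light output | benchmarks = low control with PBS replacing ATP, high control enzyme plus ATP without compound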
STAT1 activator: activators of IFN-gamma induced STAT1 signaling. NIH 3T3 STAT1-luciferase reporter, luminescence; 100% = IFN-gamma alone, no compound. 2.6% of 200,000 active. activation (% of control), % at 5.5 µM;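 active = activation above the screen-wide mean activation plus 3 SD, cut at about 130% in these data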;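 note: raw ratio to IFN-gamma control signal so 100% means no change and 0% no light; values of inactives mirror those of a sister screen read the other way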
TLR4 MyD88 comp: TLR4-MyD88 interaction inhibition in cells; O00206+Q99836; inhibition, % at 8.4 µM; 0.18% of 200,000 active; HeLa CL3-4 TLR4/MyD88 BLA complementation, FRET ratio; in the data active = inhibition above about 25%;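 note: 0% = vehicle and 100% = reference inhibitor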
APP 5'UTR act: APP 5'UTR luciferase reporter activation; SH-SY5Y APP 5'UTR luciferase reporter, luminescence; zero percent = DMSO vehicle wells; activation, % at 2 µM; 1% of 190,000 active; AID 1276;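 active = activation above a set limit, based on mean plus 3 SD of controls, cut at about 140% in these data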; note: values of inactives mirror those of a sister screen read the other way
NF-kB neuron act: compounds increasing NF-kB expression in human neuronal cells; 1.6% of 190,000 active; NF-kB reporter expression; hits give high values; fold change at 12.5 µM; in the data active = fold change above about 3.3
FLuc inh counter: inhibits firefly luciferase, flagging false hits in luciferase inhibition screens; AID 1006; ATPLite firefly luciferase biochemical luminescence, 10 min; P08659; 1.5% of 200,000 active; inhibition, % at 10 µM;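 active = inhibition above about 50% when tested at 10 µM, limit read from the data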
Diaphorase act: diaphorase activation or chemical reduction counter-screen; Diaphorase/resazurin coupled assay, resorufin fluorescence, 16 min; hits give high values; 1 = vehicle wells, 0 = NADH-free wells; activation factor at 20 µM; 0.005% of 190,000 active; AID 1229;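 active = diaphorase activity raised at least twofold by the compound at 20 µM; inactive = activation factor below 2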
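Test system: Clostridium kluyveri diaphorase, purified enzyme; input: enzyme 0.07 U/mL final; buffer or medium: 50 mM HEPES pH 7.4 with 4.542 mM MgCl2, 0.005% Tween 20; also added: 0.114 mM NADH and 0.1 mM resazurin, final amounts; schedule: 16 min enzyme reaction, ambient temperature; technique: fluorescence of resorufin, 544 nm excitation, 590 nm emission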
* marks the source's active call; other numbers are inactive results; x = no result given. Hits appear at their usual frequency (roughly 5.6% active in at least one column).

SMILES | Diaph inh CS | G6PDH counter | APP 5UTR inh | FLuc stim CS | STAT1 activator | TLR4 MyD88 comp | APP 5'UTR act | NF-kB neuron act | FLuc inh counter | Diaphorase act
COc1cc(C2NC(=O)NC(C)=C2C(=O)OC(C)C)ccc1OC(=O)c1ccco1 (stereo unspecified) | 9 | 1 | -1 | 1.1 | 103 | -4 | 1 | 1.1 | -7 | 0.9
Cc1nc2ccccn2c1C(=O)C(=O)Nc1cc(F)ccc1F | 14 | 5 | -17 | 1 | 115 | -2 | 17 | 1.1 | -4 | 0.9
O=C(NC1CCN(Cc2ccccc2)CC1)C1CCCN(S(=O)(=O)c2cccc3nonc23)C1 (stereo unspecified) | 8 | 9 | 1 | 1 | 91 | -4 | -1 | 0.83 | 4 | 0.9
O=C(/C=C/c1ccc(Cl)cc1Cl)NCc1ccncc1 | 1 | 0 | -34 | 0.9 | 98 | 4 | 34 | 0.6 | 7 | 1
COC(=O)CNC(=O)c1ccc(OC2CCN(C(=O)C3CC3)CC2)cc1 | 18 | -1 | -17 | 1.1 | 105 | -7 | 17 | 1.2 | -6 | 0.8
CCOc1ccc(C(=O)CC(=O)C(=O)NCCc2ccc(OC)c(OC)c2)cc1 | -2 | 13 | -8 | 1 | 108 | -7 | 8 | 1.1 | -2 | 1
O=C(Cc1ccc(Cl)cc1)Nc1ccccc1C(=O)Nc1ccc(C(=O)O)cc1 | 1 | 5 | -10 | 1 | 110 | 4 | 10 | 1.1 | -4 | 1
CN(C)S(=O)(=O)c1cccc(N=C2NN=C(c3ccccc3)CS2)c1 | 28 | -4 | 6 | 1 | 104 | -8 | -6 | 0.99 | -2 | 0.7
CCOC(=O)c1sc(NC(=O)Cn2nnc3sc4c(c3c2=O)CCC(C(C)(C)C)C4)nc1C (stereo unspecified) | 17 | 0 | -9 | 1 | 105 | -3 | 9 | 1.3 | -1 | 0.8
Cn1c(=O)c2ncn(CC(=O)NCCC3=CCCCC3)c2n(C)c1=O | 16 | 4 | 6 | 1.1 | 97 | -9 | -6 | 1.1 | -6 | 0.8
CC(C)N(CCCNC(=O)CC1Oc2ccccc2NC1=O)Cc1ccccc1 (stereo unspecified) | -3 | 9 | 19 | 1.1 | 101 | 6 | -19 | 1.1 | -8 | 1
CC(C)(CS(=O)(=O)[O-])NC(=O)CC[N+](C)(C)CCO | 13 | 2 | -9 | 1 | 89 | -10 | 9 | 1.2 | -5 | 0.9
CC(=O)Nc1cccc(NC(=O)c2cc(C)on2)c1 | 2 | 3 | 2 | 1 | 103 | 6 | -2 | 1.5 | 3 | 1
COC(=O)c1ccccc1NC(=O)C1CCN(S(=O)(=O)c2cc(OC)ccc2OC)CC1 | 26 | 11 | 4 | 1 | 92 | -9 | -4 | 0.63 | -1 | 0.7
CN(C)c1nnnn1Cc1ccccc1 | 0 | 1 | -16 | 1 | 106 | -6 | 16 | 1.2 | -4 | 1
O=S(=O)(NCc1ccc(F)cc1)c1ccc2c(c1)OCCO2 | 5 | 4 | -15 | 1 | 99 | -8 | 15 | 0.87 | -1 | 1
CCC(C)(C)n1nnnc1C(c1ccccn1)N1CCN(c2cccc(OC)c2)CC1 (stereo unspecified) | 3 | 5 | -3 | 1.1 | 105 | 16 | 3 | 1 | -8 | 1
CCOC(=O)CSc1nc2sc(C)c(C)c2c(=O)n1C | 31 | 5 | 10 | 1 | 97 | -2 | -10 | 1 | -2 | 0.7
Cc1cccc(C)c1OCC(O)CN1CCCCC1 (stereo unspecified) | 2 | 10 | -2 | 1 | 95 | 0 | 1 | 1.1 | -4 | 1
Cn1ncc2nc[nH]c(=O)c21 | 10 | -1 | 8 | 1 | 98 | -8 | -8 | 0.84 | -4 | 0.9
CC1CCc2c(sc(NC(=O)CSc3nnc(-c4ccccc4)o3)c2C#N)C1 (stereo unspecified) | 4 | -17 | -10 | 1.1 | 122 | 0 | 10 | 0.93 | -9 | 1
CCOc1ccccc1CNC(=O)C1CCN(C(=O)c2sccc2-n2cccc2)CC1 | -6 | 5 | -5 | 1 | 96 | -10 | 5 | 0.8 | -4 | 1.1
Cc1ccccc1-n1ncc(C(C)NC(=O)c2ccccc2)c1C (stereo unspecified) | -8 | 6 | -15 | 1 | 76 | -13 | 15 | 1.7 | -1 | 1.1
CCOc1ccccc1Nc1nnc(Cc2ccccc2Cl)c(=O)[nH]1 | 5 | 13 | 10 | 1 | 107 | 2 | -10 | 1 | -4 | 1
CCOC(=O)Cc1csc(NC(=O)CSc2nnc(-c3ccncc3)o2)n1 | 10 | 28 | -3 | 1.1 | 108 | -8 | 3 | 1 | -7 | 0.9

Additional entries follow:
SMILES | Diaph inh CS | G6PDH counter | APP 5UTR inh | FLuc stim CS | STAT1 activator | TLR4 MyD88 comp | APP 5'UTR act | NF-kB neuron act | FLuc inh counter | Diaphorase act
Cc1ccc2c(c1)C(c1ccccc1)N(C(=O)c1cc3ccccc3oc1=O)CC(=O)N2 (stereo unspecified) | 6 | 11 | 11 | 1.1 | 104 | 2 | -11 | 1 | -14 | 0.9
COc1ccc(C)cc1NC(=O)CSc1nnc(COc2ccc(Cl)cc2)n1Cc1ccco1 | 20 | 4 | -7 | 1 | 95 | -9 | 7 | 0.75 | -4 | 0.8
COc1ccc(N2C(=O)CCC(C(=O)N3CCOCC3)C2c2ccc(F)cc2)cc1 (stereo unspecified) | 11 | -14 | 8 | 1 | 111 | 2 | -8 | 0.86 | -5 | 0.9
Cc1ccc(-c2csc(NC(=O)CSc3nc4ccccc4o3)n2)cc1 | 8 | 0 | -4 | 1.1 | 104 | -15 | 4 | 1.8 | -9 | 0.9
O=C(CN(CC1CCCO1)S(=O)(=O)c1ccc(S(=O)(=O)NCC2CCCO2)cc1)Nc1ccccc1 (stereo unspecified) | 8 | 5 | 11 | 1 | 98 | -6 | -11 | 0.94 | 0 | 0.9
Cc1cc(C)n2nc(SCc3nnc(-c4ccccc4Br)o3)nc2n1 | 42 | -8 | -1 | 1 | 89 | -1 | 1 | 0.98 | -3 | 0.6
COc1cc(/C=N/NC(=O)c2cccnc2)ccc1OC(=O)c1ccco1 | 6 | 5 | -28 | 1 | 96 | -4 | 28 | 1.2 | -5 | 0.9
O=C(Cc1ccccc1)NC(c1ccco1)c1c(O)ccc2ccccc12 (stereo unspecified) | x | 28 | -14 | 1 | 103 | 6 | 14 | 1 | -2 | x
Cc1[nH]c(=O)[nH]c(=O)c1CSc1nnc([C@H](CC(C)C)NC(=O)OC(C)(C)C)o1 | -10 | 6 | -16 | 1 | 96 | -9 | 16 | 1.1 | -2 | 1.1
CCN(C(=O)c1ccc(S(C)(=O)=O)cc1)C12CC3CC(CC(C3)C1)C2 | 9 | 4 | -10 | 1 | 100 | -8 | 10 | 1.1 | 3 | 0.9
Cc1onc(-c2c(F)cccc2Cl)c1C(N)=S | 35 | 2 | -1 | 1 | 93 | -2 | 1 | 0.97 | -4 | 0.7
COc1ccc(NCC(=O)N/N=C/C=C/c2ccccc2[N+](=O)[O-])cc1 | 17 | 6 | -14 | 1 | 97 | 3 | 14 | 1.2 | 1 | 0.8
Nc1nc(SCC(=O)Nc2ccccc2)[nH]c(=O)c1NC(=O)c1cccs1 | 10 | 6 | -29 | 1 | 99 | 7 | 29 | 1 | -3 | 0.9
Cc1cc(-n2nc(C)cc2C)n2ncc(-c3ccccc3)c2n1 | 21 | 15 | -20 | 1 | 106 | 9 | 20 | 0.99 | -1 | 0.8
COC(=O)c1cccnc1SCc1ccccc1 | 12 | 2 | 2 | 1.1 | 102 | 4 | -2 | 1.2 | -6 | 0.9

One compound at a time (already shown):
Results for CCOc1ccccc1Nc1nnc(Cc2ccccc2Cl)c(=O)[nH]1 = Diaph inh CS = 5; G6PDH counter = 13; APP 5UTR inh = 10; FLuc stim CS = 1; STAT1 activator = 107; TLR4 MyD88 comp = 2; APP 5'UTR act = -10; NF-kB neuron act = 1; FLuc inh counter = -4; Diaphorase act = 1
Results for Cn1ncc2nc[nH]c(=O)c21 = Diaph inh CS = 10; G6PDH counter = -1; APP 5UTR inh = 8; FLuc stim CS = 1; STAT1 activator = 98; TLR4 MyD88 comp = -8; APP 5'UTR act = -8; NF-kB neuron act = 0.84; FLuc inh counter = -4; Diaphorase act = 0.9

5 of these compounds in a different format.
Molecule,Diaph inh CS,G6PDH counter,APP 5UTR inh,FLuc stim CS,STAT1 activator,TLR4 MyD88 comp,APP 5'UTR act,NF-kB neuron act,FLuc inh counter,Diaphorase act
COc1ccc(N2C(=O)CCC(C(=O)N3CCOCC3)C2c2ccc(F)cc2)cc1 (stereo unspecified),11,-14,8,1,111,2,-8,0.86,-5,0.9
Cc1ccc(-c2csc(NC(=O)CSc3nc4ccccc4o3)n2)cc1,8,0,-4,1.1,104,-15,4,1.8,-9,0.9
O=C(CN(CC1CCCO1)S(=O)(=O)c1ccc(S(=O)(=O)NCC2CCCO2)cc1)Nc1ccccc1 (stereo unspecified),8,5,11,1,98,-6,-11,0.94,0,0.9
Cc1cc(C)n2nc(SCc3nnc(-c4ccccc4Br)o3)nc2n1,42,-8,-1,1,89,-1,1,0.98,-3,0.6
COc1cc(/C=N/NC(=O)c2cccnc2)ccc1OC(=O)c1ccco1,6,5,-28,1,96,-4,28,1.2,-5,0.9

Assay outcomes as filed in PubChem.
